HCMV inh: human cytomegalovirus inhibition. HFF cells, HCMV-luciferase reporter, 72 h; hits give low values. activity change, negative = inhibition, % at 57.5 µM. 410,000 tested, 4.5% active. AID 1259415; in the data active = activity change below about -60%; inconclusive = no clear call, values can overlap the other calls; inactive = above about -39%
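Inhibition of viral replication was scored as loss of reporter luminescence in HFFs infected with HCMV-luciferase (MOI 1 PFU/cell) for 72 h; compounds tested at 2 doses, normalized to buffer and Salinomycin controls.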
AmpC inh detg: AmpC beta-lactamase inhibition with detergent present | P00811 | AmpC hydrolysis of nitrocefin, absorbance 480 nm, 0.01% Triton | Potency, µM (doses to about 114 µM), for the others: top-dose activity change, negative = inhibition, most hits filed as inhibitors | 370,000 tested, 0.041% active | AID 485294;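 also: potency is read from the fitted curve at half-maximal effect; 0% = no-compound wells and -100% = no-enzyme wells; nearly all actives have a fitted effect of over 25% in size; some results filed as inactive show a strong effect at the top dose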
Target sequence (P00811 whole entry, looked up): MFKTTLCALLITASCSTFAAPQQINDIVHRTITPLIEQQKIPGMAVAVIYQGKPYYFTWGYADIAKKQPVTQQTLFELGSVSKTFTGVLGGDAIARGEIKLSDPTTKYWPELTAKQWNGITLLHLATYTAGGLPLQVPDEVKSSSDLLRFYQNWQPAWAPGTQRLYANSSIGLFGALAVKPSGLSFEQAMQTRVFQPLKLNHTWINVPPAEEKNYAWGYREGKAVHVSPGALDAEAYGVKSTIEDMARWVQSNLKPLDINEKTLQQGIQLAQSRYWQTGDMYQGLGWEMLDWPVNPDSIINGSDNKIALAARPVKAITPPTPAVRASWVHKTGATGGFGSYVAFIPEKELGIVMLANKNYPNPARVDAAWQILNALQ
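20 mM phosphate pH 7.0 + 0.01% (detergent screen) or 0.0001% Triton X-100; 5.3 nM AmpC reagent; cpd preinc 15 min RT; nitrocefin (800 uM stock) to start; A480 q20 s × 4 min; Activity was normalised to no-enzyme and no-compound control wells.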
AmpC inh no detg: AmpC beta-lactamase inhibition without detergent; Potency, µM (top dose mostly 57.1 µM), without a hit: at the highest dose activity change, negative = inhibition, hits mostly inhibitors; AmpC nitrocefin hydrolysis, absorbance 480 nm, 0.0001% Triton; AID 485341; 330,000 tested, 0.52% active;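 also: potency is read from the fitted curve at half-maximal effect; plate controls were no compound for no effect and no enzyme for full effect; nearly all actives have a fitted effect of over 20% in size; some results filed as inactive show a strong effect at the top dose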
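20 mM phosphate pH 7.0 + 0.01% (detergent screen) or 0.0001% Triton X-100; 5.3 nM AmpC reagent; cpd preinc 15 min RT; nitrocefin (800 uM stock) to start; A480 q20 s × 4 min; Activity was normalised to no-enzyme and no-compound control wells.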
LmPK inh: blocks Leishmania mexicana pyruvate kinase activity; Q27686; purified LmPK, Kinase-Glo ATP luminescence, 1 h; Potency, µM (doses to about 57.5 µM), for inactives: top-dose activity change, negative = inhibition, usual class: inhibitors; 290,000 tested, 0.37% active; AID 1721; also: potency is read from the fitted curve at half-maximal effect
Target sequence (Q27686 whole entry, looked up): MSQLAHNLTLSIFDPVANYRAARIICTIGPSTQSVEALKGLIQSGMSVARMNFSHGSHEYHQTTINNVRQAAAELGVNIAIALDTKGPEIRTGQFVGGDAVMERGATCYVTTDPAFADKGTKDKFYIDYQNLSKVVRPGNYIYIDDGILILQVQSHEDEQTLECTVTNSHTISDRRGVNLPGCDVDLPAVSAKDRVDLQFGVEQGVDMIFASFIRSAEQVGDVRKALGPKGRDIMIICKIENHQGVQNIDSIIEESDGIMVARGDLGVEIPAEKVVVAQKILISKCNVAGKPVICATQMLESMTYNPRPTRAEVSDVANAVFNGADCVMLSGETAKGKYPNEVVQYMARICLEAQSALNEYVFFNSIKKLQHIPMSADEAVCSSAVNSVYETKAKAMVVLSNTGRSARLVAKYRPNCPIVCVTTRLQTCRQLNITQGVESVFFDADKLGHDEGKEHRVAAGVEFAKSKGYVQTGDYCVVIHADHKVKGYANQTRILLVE
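Purified LmPK (0.1 nM) converted ADP (0.1 mM) to ATP with PEP (0.5 mM) in imidazole buffer pH 7.2 with KCl and MgCl2, 1 h at room temperature. ATP was read by Kinase-Glo luminescence; data normalized to uninhibited and no-enzyme controls.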
AMA1-RON2 inh: disrupts binding of P. falciparum AMA1 to RON2; AlphaScreen AMA1-biotinylated RON2 peptide binding; Potency, µM (series often up to 58.2 µM), inactives show top-dose activity change, negative = inhibition, actives largely listed as inhibitors; 360,000 tested, 0.2% active;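 also: potency is read from the fitted curve at half-maximal effect; 0% = vehicle wells and -100% = peptide control; nearly all actives have a fitted effect of over 45% in size; some results filed as inactive show a strong effect at the top dose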
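AMA1 (3D7) with his tag at 25 nM final met compounds first, then biotinylated RON2 peptide at 25 nM; detection used donor plus acceptor beads, 10 µg/mL apiece, read by AlphaScreen after 30 min at room temperature.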
Tb PYK inh: blocks Trypanosoma brucei pyruvate kinase; Q57TT1; 410,000 tested, 0.12% active; TbPYK enzyme, Kinase-Glo Plus ATP luminescence, 45 min; Potency, µM (series often up to 76.8 µM), without a hit: top-dose activity, negative = inhibition, hits mostly inhibitors; also: potency is read from the fitted curve at half-maximal effect; nearly all actives have a fitted effect of over 50% in size
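Luminescent Kinase-Glo Plus end-point after 45 min room-temperature reaction of T. brucei pyruvate kinase started with 130 uM ADP (final). Buffer TEA 50 mM pH 7.2 with KCl, MgCl2, BSA, Tween-20; titration-based qHTS with fitted concentration-effect curves.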
HCV inhibitor: blocks hepatitis C virus; AID 651820; 340,000 tested, 3.4% active; Potency, µM (titrated, usually from 41.8 µM), without a hit: top-dose activity change, negative = inhibition, usual class: inhibitors; Huh7.5.1 HCVcc-Cre infection, luciferase reporter, 44 h; also: potency is read from the fitted curve at half-maximal effect
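Whole-lifecycle infectious HCVcc-Cre system; cells 1,000/well, compound then virus (~0.5 moi) added 4 h after plating, 44 h culture. Luciferase read 15 sec following 15 min substrate incubation, room temp.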
Starred values were filed as active, the others as inactive; u = inconclusive; x = not tested or not shown; & = joins results of further samples; ! = not confirmed by another sample; [ ] = another dose, or the depositor's remark. Unless noted, calls follow the shape of the dose curve; as a rule, active = well fitted curve in the direction sought with a large enough effect; inconclusive = small, poorly fitted or top-dose-only effect, or another doubt; inactive = no such curve, though single readings can be large; an effect the other way counts as inactive or inconclusive. Unless noted, % is scaled to controls: 0 for no effect and ±100 for the full control effect.

SMILES | HCMV inh | AmpC inh detg | AmpC inh no detg | LmPK inh | AMA1-RON2 inh | Tb PYK inh | HCV inhibitor
O=[N+]([O-])c1ccc(N2CCN(CCOc3nonc3-c3ccccc3)CC2)c(Cl)c1 | 7 | -17% | -12% | -1% | 2% | 0% | 6.3µM*
COc1ccc(C(=O)N/C(=C\c2ccc3c(c2)OCO3)C(=O)NCCc2nc3ccccc3[nH]2)cc1 | -7 | -7% | -38% | 2% | 0% | -14% | 0%
Cc1cccc(C(=O)N2CCC[C@H]2C(=O)N2CCC[C@H]2C(=O)NCc2ccncc2)c1 | 1 | x | x | x | 7% | -3% | x
CCOc1ccc(/C=N/NC(=O)Cc2cccs2)cc1 | 31 | 0% | -24% | 2% | 1% | 0% | 3%
CCC(Sc1nc2ncccc2[nH]1)C(=O)NC1CCC(C)CC1 (stereo not drawn) | -9 | 5% | -21% | -7% | 9% | 2% | -16%
CCCCCCc1cc2cc(S(=O)(=O)c3ccc(C)cc3)c(=O)oc2cc1O | 25 | -22% | -49% | 0% | 35%[activator] | -6% | 11%
O=[N+]([O-])c1ccc2[nH]c(O)c(N=NC(=S)Nc3cccnc3)c2c1 | 0 | u | -37% | 0% | 98%[activator] | 3% | 3%
CCc1ccc(OCC(=O)NCCN(C)C)c(Br)c1 | -16 | -17% | -5% | 0% | 5% | 0% | u
Cc1ccc2nc(-c3cccc(N)c3)oc2c1 | 68 | -1% | 1% | -5% | -3% | -15% | -20%
O=C(Cc1cn2ccsc2n1)NCCc1ccc(F)cc1 | -27 | -12% | -16% | -7% | 15% | -5% | 12%
CCOCCCN1CN(Cc2ccccc2)CNC1=S | -10 | -1% | -32% | -1% | -23% | -3% | 38%[activator]
CC(C)=NNC(=O)C1=NNC(=O)C1 | 16 | 1% | -2% | 2% | -1% | -5% | 12%
CC(=O)c1ccc(OCCCC(=O)OCC(=O)Nc2c(C)nn(-c3ccccc3)c2C)cc1 | -31 | u | 65%[activator] | x | -2% | -6% | 13%
COc1ccc(C(=O)c2c3ccccc3[n+]([O-])n2CCCN)cc1 | -96*! | -3% | -8% | x | -10%&-3% | -6%&-8% | 12%&5%
Cc1ccccc1OCC(=O)O/N=C(\N)c1ccncc1 | 23 | 0% | 7% | -2% | -6% | -4% | -15%
COc1cc(OC)cc(C(=O)NNC(=O)C(=O)Nc2cc(OC)c(Cl)cc2OC)c1 | -33 | -12% | 70%[activator] | 6% | 122%[activator] | -8% | -25%
C=CCOc1ccc(CN(C)CC(=O)N(CC(C)C)c2c(N)n(CC(C)C)c(=O)[nH]c2=O)cc1 | 13 | -2% | 6.3µM* | 2% | -7% | -17% | 15%&-6%
CCC(=N\NC(=O)COc1ccccc1OC)/C(CC)=N/NC(=O)COc1ccccc1OC | 4 | 10% | -2% | x | 35%[activator] | 2% | u
Cc1ccc(C)c2[nH]c(=O)c(CN(Cc3nnnn3C3CCCCC3)CC3CCCO3)cc12 (stereo not drawn) | -31 | 1% | -1% | 1% | 3% | 7% | -8%
CCOC(=O)C1(C)CCCN(C(=O)c2cc(F)ccc2C)C1 (stereo not drawn) | 13 | x | x | x | -10% | 1% | x

The last two records of the section before open the next one:
SMILES | HCMV inh | AmpC inh detg | AmpC inh no detg | LmPK inh | AMA1-RON2 inh | Tb PYK inh | HCV inhibitor
Cc1ccc(C)c2[nH]c(=O)c(CN(Cc3nnnn3C3CCCCC3)CC3CCCO3)cc12 (stereo not drawn) | -31 | 1% | -1% | 1% | 3% | 7% | -8%
CCOC(=O)C1(C)CCCN(C(=O)c2cc(F)ccc2C)C1 (stereo not drawn) | 13 | x | x | x | -10% | 1% | x
CCc1cc2c(SCC(=O)Nc3ccc(NC(C)=O)cc3)ncnc2s1 | 8 | 2% | 2% | x | 4% | 1% | u
COc1cccc(-c2cc(C(F)(F)F)nc(NCc3ccco3)n2)c1 | 63 | u | -25% | 0% | 7% | 2% | u
Cc1nnc(SCC(=O)N(C)CC(=O)Nc2ccccc2Cl)s1 | -14 | -9% | -20% | x | 19% | 6% | 11%
CC1(C)Cc2nc3scc(NC(=O)c4ccccc4)c3cc2CO1 | 23 | 3% | -9% | 0% | -3% | -6% | -26%
COc1cccc(-c2cccc3c2NC(=O)C3(C)Cc2ccccc2F)c1 (stereo not drawn) | 24 | x | x | x | 1% | -1% | x
Cn1ncc(N=Cc2c(O)ccc3ccccc23)c1C(=O)N1CCOCC1 | 20 | x | x | x | 49%[activator] | -5% | 7%
Cc1ccc(-n2nc(C)c3c(C)c(CCC(=O)NCc4ccccc4Cl)c(C)nc32)cc1 | 50 | 12% | x | x | x | -5% | x
O=C(NNC(=O)C12CC3CC(CC(C3)C1)C2)c1ccco1 | 43 | -9% | -12% | 0% | 1% | -3% | 3%
Cc1c(C(=O)N2CCOCC2)[nH]c2c1C(=O)CC(c1ccc(Cl)cc1)C2 (stereo not drawn) | u | -3% | 0% | 2% | 17% | 0% | 6%
O=C(O)c1cc(-c2cccnc2)nc2ccc(Br)cc12 | -3 | 3% | -23% | 18% | 6% | 0% | 16%
CC(C)c1ccc(CNC(=O)C2(C)CCCN2C)cc1 (stereo not drawn) | 17 | x | x | x | -1% | 2% | x
Nc1nonc1-n1nnc(C(=O)N/N=C/c2ccc(OCc3ccccc3)cc2)c1CNc1ccccc1 | 33 | -2% | -52% | -3% | 0% | 0% | u
Cc1ccc(C(=O)Nc2nc3c(s2)CCCC3)o1 | 69 | 2% | -24% | 25µM* | 2% | -18% | u
CC(=NNS(=O)(=O)c1ccc([N+](=O)[O-])cc1)c1ccc(C)cc1 | 24 | x | x | x | -19% | -3% | 4%
COc1cc2c3nnc(-c4ccc(F)cc4)c-3cn(Cc3ccccc3)c2cc1OC | 32 | u | 83%[activator] | -1% | -17% | 1% | u
Clc1ccc(CCNC(c2nnc(-c3ccccc3)o2)c2ccccc2Cl)cc1 (stereo not drawn) | 3 | 13% | x | x | x | 0% | x
Cc1cccc(OCCCCCN2CCOCC2)c1 | 49 | -12% | -5% | -4% | -8% | 6% | -29%
Cc1cc(C(N)=O)c2ccccc2n1 | -16 | -9% | -21% | 2% | 5% | -12% | 6%
Fc1ccc(-n2ncc3c(Nc4cccc(Cl)c4)ncnc32)cc1 | -66* | 7% | x | x | x | -15% | x
CCC1=Nc2cc(C(=O)NCCCN3CCN(C)CC3)ccc2Sc2ccccc21 | -23 | 3% | 158%[activator] | 0% | -3% | 0% | -12%

One compound at a time, as listed above. Order of screens: HCMV inh, AmpC inh detg, AmpC inh no detg, LmPK inh, AMA1-RON2 inh, Tb PYK inh, HCV inhibitor
Clc1ccc(CCNC(c2nnc(-c3ccccc3)o2)c2ccccc2Cl)cc1 (stereo not drawn) as listed: 3, 13%, x, x, x, 0%, x
O=C(NNC(=O)C12CC3CC(CC(C3)C1)C2)c1ccco1 as listed: 43, -9%, -12%, 0%, 1%, -3%, 3%

Further compounds:
SMILES | HCMV inh | AmpC inh detg | AmpC inh no detg | LmPK inh | AMA1-RON2 inh | Tb PYK inh | HCV inhibitor
O=C(O)CSCC(=O)Nc1ccccc1 | -11 | x | x | x | 3% | -4% | 25%
COc1ccc(Cn2c(C(=O)O)c(CNCc3cccc(OC)c3)c3ccc(C)cc32)cc1 | -106* | 15% | x | x | x | -1% | x
Cc1ccc(NC(=O)C2CC(=O)N(C(C)C)C2)cc1Cl (stereo not drawn) | 35 | 2% | 38% | -4% | 6% | 1% | 7%
O=C(C[n+]1cc(-c2ccc(Cl)cc2)n2c1CCC2)Nc1nc(-c2ccc(F)cc2)cs1 | -63* | 0% | 88%[activator] | 1% | -12% | -2% | 10µM*
COc1ccc(/C=N/NC(=O)C2C3CCCCC32)cc1OC (stereo not drawn) | -15 | 2% | -24% | 3% | 6% | 4% | 11%
O=C(NCc1ccccc1)c1nncc(-c2ccccc2)n1 | -19 | 4% | -30% | x | 12% | -3% | u
CCN(C(=O)c1ccc(N2CC3CC(C2)c2cccc(=O)n2C3)c(NC(=O)c2ccncc2)c1)c1cccc(C)c1 (stereo not drawn) | -75* | -1% | 138% | -1% | 14% | -11% | 15%
CCOC(=O)c1ccc(NC(=O)Cn2nnc(-c3ccccc3C)n2)cc1 | -28 | -1% | -24% | -9% | -15% | -1% | -3%
O=S(=O)(CCN1CCN(c2ccccn2)CC1)c1ccc(F)cc1 | -10 | 5% | -11% | 1% | 3% | 3% | 24%
CC(C)NC(=O)c1nn(C)c2ccccc12 | -19 | -9% | -9% | -1% | -22% | 5% | 8%
COc1ccc(CCNC(=O)C(=O)c2c(C)[nH]c3ccccc23)cc1 | -8 | 2% | -33% | -12% | 0% | 1% | 12%
CC(C)Oc1ccc(S(=O)(=O)N2CCOCC2)cc1NC(=O)CSc1nnc(C2CC2)n1C | -1 | x | x | x | -8% | 3% | x
CCOc1ccc(-c2ncnn2-c2sc3c(c2C#N)CCCCC3)cc1 | -7 | -6% | x | x | x | 0% | x
Fc1ccc(N2Cc3ccsc3C=N2)cc1 | u | u | -19% | -9% | 0% | 1% | 1%
COc1ccc(CNC(=O)COC(=O)c2n[nH]c3ccccc23)cc1 | 7 | -18% | -39% | -1% | -2% | -3% | 12%
O=C(C1=C[C@H](c2ccc(C(F)(F)F)cc2)C[C@H](OCCCCO)O1)N1CCOCC1 | 1 | 4% | 122%[activator] | 2% | -14% | 0% | -4%
COc1ccc(C(=O)NNC(=O)Cc2ccc([N+](=O)[O-])cc2)cc1 | -21 | -8% | -27% | -9% | 3%[2.32 µM] | -3% | 10%
Nc1c(C(=O)c2ccccc2)sc(Nc2ccccc2)c1S(=O)(=O)c1ccccc1 | -30 | u | -32% | 3% | -26% | x | 14µM*
C/C(=N\NC(=O)c1ccc2c(c1)OCO2)c1cccnc1 | 95 | 6% | 2% | -8% | 35%[activator] | 1% | 21%
COc1cc(C)ccc1S(=O)(=O)NC1CC(C)(C)NC(C)(C)C1 | -2 | u | -16% | -6% | -11% | -1% | -11%
O=C(CCCc1ccccc1)Nc1cccc([N+](=O)[O-])c1 | 26 | -8% | -33% | -1% | -7% | 0% | 10%
CCOc1ccc2nc(-c3ccc(OC)c(OC)c3)cc(C(=O)O)c2c1 | -12 | 5% | -16% | 1% | 13% | 1% | 2%
Nc1cccc2c(=O)[nH][nH]c(=O)c12 | 7 | x | x | x | 0% | -1% | 3%
CCOC(=O)c1c(C)n(CC(O)CN(C)C)c2cc(Br)c(OC)cc12 (stereo not drawn) | 3 | 2% | 65%[activator] | 0% | -5% | 6% | u
CCCn1c(N)c(N(CCOC)C(=O)c2cc3ccccc3cc2OC)c(=O)[nH]c1=O | -15 | -4% | -13% | x | -6% | -2% | 13%

Assay outcomes as filed in PubChem BioAssay.
